Compound activity: PubChem BioAssay, several laboratories
CAL PDZ FP-1: blocks peptide binding to the human CAL PDZ domain; Q9HD26; purified CAL PDZ, TMR-peptide fluorescence polarization, 1 h; inhibition, % at 24.9 µM; 300,000 compounds, 0.92% hits; AID 602252;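 active means mean inhibition of at least 30% with at least half of replicates also reaching 30%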;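 further: 0% = DMSO neutral control and 100% = excess unlabeled competitor peptide PRC23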
RTF Ca sens inh: cardiac RTF calcium desensitization; inhibition, % at 7.15 µM; AID 493244; 340,000 compounds, 0.12% hits; IANBD-labeled cardiac RTF, Ca2+ fluorescence; P19429+P45379;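 active means inhibition above the mean inhibition of all tested compounds plus 3 SD, cut at about 17% in these data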;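 further: assay run at fixed EC70 calcium of 1.6 mM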
SR-BI uptake up: SR-BI HDL lipid transfer activation; CHO ldlA[mSR-BI] cells, DiI-HDL uptake fluorescence, 3 h; 100 = double the neutral-control signal; activation, % at 12.5 µM; 320,000 compounds, 0.096% hits; AID 504775;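 active means mean replicate activation of at least 60% and every replicate at or above 60%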;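 further: 0% = median plate neutral-control signal and 100% = twice that signal; values of inactives mirror those of a sister screen read the other way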
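Assay system: LDL receptor-deficient CHO ldlA cells overexpressing murine SR-BI / Medium: BSA-supplemented, HEPES-buffered Ham's F12, pH 7.4 / Probe or stimulus: DiI-labelled HDL at 10 µg/mL final / Timing: compound with DiI-HDL co-incubation, 3 h at 37 °C / Technique: bottom-read cell fluorescence after medium removal, ex 550/em 595 nm / Measure: HDL uptake via cellular fluorescence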
CAL PDZ FP-2: inhibitors of human CAL PDZ peptide binding; purified CAL PDZ, TMR-peptide fluorescence polarization, 1 h; AID 504414; inhibition, % at 20 µM; 330,000 compounds, 0.02% hits;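 active means highest replicate inhibition of at least 40%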;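 further: plate controls were DMSO neutral control wells for no effect and unlabeled competitor peptide control wells for full effect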
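Read-out basis: mP drop reported as inhibition | Assay system: Tagged CAL PDZ protein CerCALP, purified | Benchmarks: Unlabelled peptide for full inhibition, DMSO wells as neutral | Schedule: 1 h incubation at room temperature before polarization reading | Buffer or medium: Sodium phosphate/NaCl buffer pH 7.4 with TCEP, IgG, Thesit | Doses: Single point, 20 µM | Measured by: Fluorescence polarization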
Keap1 Nrf2 FP: inhibitors of human Keap1-Nrf2 protein-protein interaction | inhibition, % at 9.4 µM | AID 504523 | Q14145 | Keap1 Kelch-Nrf2 peptide fluorescence polarization, 1536-well | 340,000 compounds, 0.15% hits; in the data active means inhibition above about 12%;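 further: human Keap1 Kelch domain with fluorescein labeled Nrf2 9mer peptide probe; 0% = neutral control wells and 100% = peptide positive control; higher means more block of Keap1 binding to Nrf2 peptide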
PKA-R2B act: activates the human PKA-R2B holoenzyme complex | PKA-R2B holoenzyme dissociation, Cy5-IP20 fluorescence polarization; R2B truncated from residue 108, S112A mutant; 0% DMSO only, 100% 113 µM cGMP | activation, % at 11.4 µM | 340,000 compounds, 0.079% hits;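 active means activation above a cutoff set at the mean over all compounds plus 3 SD, cut at about 18% in these data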;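 further: higher means more holoenzyme dissociation and a rise in polarization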
cardiac RTF act: cardiac RTF calcium sensitization; AID 493008; IANBD-labeled TnC RTF fluorescence at EC20 calcium; 0% EC20 calcium, 100% full calcium; 340,000 compounds, 0.24% hits; activation, % at 7.2 µM; P19429+P45379;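 active means activation above the mean over all tested compounds plus 3 SD, cut at about 30% in these data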;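 further: rise in fluorescence read as greater calcium sensitivity of cardiac thin filaments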
LANA DNA inh: inhibitors of KSHV LANA C-terminal domain DNA binding | MBP-C-LANA/FAM-LBS DNA binding, fluorescence polarization | inhibition, % at 9 µM | 340,000 compounds, 0.078% hits | AID 504423;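 active means highest replicate inhibition at or above 60% at 9 µM, even if other replicates fall short; inactive means all replicates below 60% inhibition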;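 further: 0% = neutral control wells and 100% = 4 µM acridine orange control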
Rtt109 Vps75: blocks Candida albicans Rtt109/Vps75 acetyltransferase activity; Q5AAJ8; purified Rtt109/Vps75, ThioGlo CoA-SH fluorescence, 4 h; inhibition, % at 34.9 µM; 330,000 compounds, 0.16% hits; AID 540336;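 active means inhibition of at least 50% in every replicate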
Target sequence (Q5AAJ8 whole entry, looked up): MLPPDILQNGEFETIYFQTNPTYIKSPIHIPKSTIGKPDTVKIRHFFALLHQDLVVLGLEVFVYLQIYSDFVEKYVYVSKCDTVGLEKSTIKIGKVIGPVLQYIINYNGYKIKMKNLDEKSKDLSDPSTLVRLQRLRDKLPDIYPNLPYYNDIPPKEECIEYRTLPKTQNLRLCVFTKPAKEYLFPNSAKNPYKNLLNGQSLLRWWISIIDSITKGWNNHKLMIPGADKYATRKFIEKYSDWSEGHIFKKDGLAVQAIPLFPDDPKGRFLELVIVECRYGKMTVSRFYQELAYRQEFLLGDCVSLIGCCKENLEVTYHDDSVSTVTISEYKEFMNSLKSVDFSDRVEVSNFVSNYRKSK
DAGLB inh: diacylglycerol lipase beta (human) inhibition. inhibition, % at 5.17 µM. HEK293T DAGLB membrane lysate, EnzChek fluorogenic substrate. 340,000 compounds, 0.059% hits. Q8NCG7; in the data active means inhibition above about 34%;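 further: 0% = enzyme with vehicle and 100% = wells lacking enzyme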
Target sequence (Q8NCG7 whole entry, looked up): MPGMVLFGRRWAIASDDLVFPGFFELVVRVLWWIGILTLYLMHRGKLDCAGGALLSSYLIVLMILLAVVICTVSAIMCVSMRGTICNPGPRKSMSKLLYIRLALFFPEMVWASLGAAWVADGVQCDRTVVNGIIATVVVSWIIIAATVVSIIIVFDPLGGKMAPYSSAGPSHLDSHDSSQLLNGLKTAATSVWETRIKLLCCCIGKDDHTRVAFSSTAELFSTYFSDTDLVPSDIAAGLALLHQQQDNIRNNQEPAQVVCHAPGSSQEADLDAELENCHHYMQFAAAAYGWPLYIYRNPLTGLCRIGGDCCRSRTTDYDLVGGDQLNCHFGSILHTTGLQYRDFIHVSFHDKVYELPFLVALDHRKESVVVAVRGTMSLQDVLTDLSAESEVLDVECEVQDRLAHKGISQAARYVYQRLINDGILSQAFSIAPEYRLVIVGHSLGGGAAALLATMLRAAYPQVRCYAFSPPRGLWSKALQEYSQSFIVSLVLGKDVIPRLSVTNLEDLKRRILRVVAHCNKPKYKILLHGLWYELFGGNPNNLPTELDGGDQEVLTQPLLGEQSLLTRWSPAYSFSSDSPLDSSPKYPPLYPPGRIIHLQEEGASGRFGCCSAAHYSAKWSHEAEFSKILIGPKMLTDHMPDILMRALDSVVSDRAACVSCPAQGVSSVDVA
The depositor's hits bear a star; . = no result given. No enrichment for hits; 1.6% or so of the library scored in one or more.

SMILES	CAL PDZ FP-1	RTF Ca sens inh	SR-BI uptake up	CAL PDZ FP-2	Keap1 Nrf2 FP	PKA-R2B act	cardiac RTF act	LANA DNA inh	Rtt109 Vps75	DAGLB inh
Cc1ccc(OCC(=O)OC(C)C(=O)NC2CCCCC2C)cc1C (centres undefined)	-3	0	43	-1.0	2	-2	-1	3.9	10	-6
Cc1cc(OC(=O)c2ccco2)c2c(C)cc(=O)oc2c1	-2	-9	-8	.	1	10	2	-0.4	-8	-1
C=CCN(C(=O)c1ccccc1)c1ccc(OC)cc1	0	0	16	1.8	-4	1	11	-1.1	5	2
CCn1c(SCC(=O)NCc2ccc(F)cc2)nc2c(c1=O)SC(C)C2 (centres undefined)	.	-2	16	-0.4	-1	3	3	-0.1	15	-3
CC(Oc1ccccc1)C(=O)Nc1ccc(F)c(S(=O)(=O)N2CCOCC2)c1 (centres undefined)	-6	-25	-8	0.0	0	-15	-5	0.3	-1	2
Cc1cc(C)c(NC(=O)C(C)c2cccc(C(=O)c3ccccc3)c2)c(C)c1 (centres undefined)	-2	-9	9	-3.2	-4	1	3	0.9	.	-3
CC(=O)n1cc([C@H]2C=C(C(=O)N3CCOCC3)O[C@@H](OCc3ccc(CO)cc3)C2)c2ccccc21	-3	-60	-3	-1.6	-8	-4	-2	-1.6	5	-6
CC(Sc1ncnc2sc(-c3ccccc3)cc12)C(=O)NCC1CCCO1 (centres undefined)	-1	-11	-54	-4.8	-5	-2	10	-0.2	-10	-3
O=C(COC(=O)Cc1n[nH]c(=O)c2ccccc12)Nc1c(Br)cc([N+](=O)[O-])cc1Br	.	1	11	0.1	4	-9	0	0.5	-4	4
O=S1(=O)CCN(OCc2ccc(F)cc2Cl)CC1	.	-2	12	-0.2	0	-2	3	0.5	14	1
COc1ccc(NC(=O)CN2C(=O)NC3(CCCCC3C)C2=O)cc1OC (centres undefined)	-8	-4	0	-0.8	-3	4	3	-0.7	-5	-4
COc1ccc(Br)cc1CNC(=O)CN1C(=O)C(c2ccccc2)Oc2cccnc21 (centres undefined)	.	-12	-40	-1.0	-4	-5	-5	-0.6	7	-1
CC(=O)c1cc2c(O)c(O)ccc2o1	-2	-5	17	-2.0	-3	-6	-6	1.7	-2	2
CCCCCCCN(c1ccccc1)[C@@H]1C[C@H]2CCCC(=O)N3CC[C@@H](C1)[C@@H]23	-3	-7	-25	-0.7	-6	-4	-2	1.2	5	-8
FC(F)(F)c1ccccc1-n1c(-c2ccco2)n[nH]c1=S	-4	-3	-10	.	-9	-6	-2	-1.1	2	-1
CCc1ccccc1NC(=O)Nc1cccn(Cc2ccccc2F)c1=O	.	0	-57	-0.1	1	-3	2	-0.4	26	-1
COc1ccc(CC(=O)Nc2c3c(nn2-c2cccc(Cl)c2)CS(=O)(=O)C3)cc1	-1	-6	-6	.	-7	4	1	0.6	-9	-2
O=C(/C=C/c1cccc(Cl)c1)NCc1cccs1	-3	-5	5	-1.8	1	4	3	0.3	0	-3
CCOc1ccc(CC(=O)Nc2ccc(-c3ccc4nnc(C)n4n3)cc2)cc1	-4	-9	-49	-6.4	0	-4	2	0.0	-8	2
OCCNCc1cc(Br)ccc1OCc1ccccc1	-1	7	51	0.0	-7	-10	2	-1.2	10	0
COc1ccc(S(=O)(=O)N2CCC(C(=O)Oc3c(OC)cccc3OC)CC2)cc1OC	2	-3	12	-1.7	-3	-10	-3	-0.5	22	-3
Cc1ccc2cc(C)c(NCCO)nc2c1	-4	-6	18	-0.4	-1	-4	-2	-0.7	0	-2
O=C(CCc1nc2ccccc2c(=O)[nH]1)OCc1cccc(C(F)(F)F)c1	-2	2	8	-0.9	2	4	4	1.1	5	1
CCOc1ccc(NC(=S)N(Cc2ccc(Cl)cc2)Cc2ccco2)cc1	-1	-2	-3	0.4	-3	8	4	-0.6	-3	-7
CC(NC(=O)C1CCCCC1)C(=O)NC1=NCCS1 (centres undefined)	1	0	31	-3.9	-8	-1	0	0.2	9	1

The last three records of the part before lead into the next.
SMILES	CAL PDZ FP-1	RTF Ca sens inh	SR-BI uptake up	CAL PDZ FP-2	Keap1 Nrf2 FP	PKA-R2B act	cardiac RTF act	LANA DNA inh	Rtt109 Vps75	DAGLB inh
O=C(CCc1nc2ccccc2c(=O)[nH]1)OCc1cccc(C(F)(F)F)c1	-2	2	8	-0.9	2	4	4	1.1	5	1
CCOc1ccc(NC(=S)N(Cc2ccc(Cl)cc2)Cc2ccco2)cc1	-1	-2	-3	0.4	-3	8	4	-0.6	-3	-7
CC(NC(=O)C1CCCCC1)C(=O)NC1=NCCS1 (centres undefined)	1	0	31	-3.9	-8	-1	0	0.2	9	1
O=C(N/N=C/c1ccccn1)c1cc(-c2cccc3ccccc23)n[nH]1	-3	3	-36	-7.2	3	-2	-2	0.5	.	3
Cc1ccc(C)c(N2CCN(C(=O)C3CCN(c4nc(C)cc(C)n4)CC3)CC2)c1	0	0	-63	.	-6	-11	-4	-0.4	0	-4
Cc1ccc2nc(-c3cccc(N)c3)oc2c1	-5	0	-8	-2.7	-2	-12	-13	-0.4	28	0
COc1ccc(Cn2c(SC)nc3ccccc32)cc1[N+](=O)[O-]	-4	-1	2	-0.9	2	-9	-2	1.5	-13	0
CCCCc1c(O)c2ccccc2[nH]c1=O	10	-6	18	-0.9	-5	3	2	-1.4	-1	-4
O=S(=O)(/N=C(/Nc1ccccn1)c1ccccc1)c1ccccc1	-2	-3	24	-2.7	3	-7	-2	1.2	-1	-1
NS(=O)(=O)c1ccc(NC(=O)c2ccccc2Cl)cc1	4	6	-7	0.3	0	-6	-7	2.7	-14	-5
CC1Cc2cc(/C(O)=C3/C(=O)C(=O)N(CCN4CCOCC4)C3c3ccc(N(C)C)cc3)ccc2O1 (centres undefined)	-2	5	11	-1.6	-6	-2	4	0.4	3	0
Clc1cccc(-c2ccc3ncnc(NCc4cccs4)c3c2)c1	-2	-3	-18	-2.0	-5	2	15	-0.8	-16	-4
CCOc1ccccc1-c1nc(SCC(=O)O)n[nH]1	1	-4	10	0.3	1	12	-6	-0.2	-13	-3
CC(C)COc1ccc(C(=O)N/C(=C/c2cccc([N+](=O)[O-])c2)C(=O)O)cc1	-4	-1	-44	-2.1	-1	-9	-4	0.6	-24	2
C=CCn1c(=O)/c(=C/c2ccc(C)o2)s/c1=C(/C#N)C(=O)c1ccccc1	-2	-23	-41	-3.8	-16	7	12	-2.0	15	-4
COC(=O)c1cc(NCc2c(F)cccc2Cl)ccc1N1CCOCC1	-3	-8	-20	-0.2	-1	3	2	-0.4	-4	0
CCOC(=O)c1ccc(OC(=O)CCCCCN=C(N)N)cc1	-1	-2	11	-0.4	-7	-8	0	1.6	5	1
Cc1ccccc1NC(=O)NCC1CCN(Cc2cccc(Cl)c2)CC1	3	-1	-7	-2.5	-1	4	-5	-2.2	8	-2
Cc1ccc(NC(=O)c2ccc3nccnc3c2)c(C)c1	-10	0	8	-1.1	-4	-19	-6	-0.2	-5	-1
CN(c1ccc(C(=O)NCc2cccnc2)cc1)S(=O)(=O)c1ccc(Cl)cc1	-4	0	-21	-1.4	-1	11	-2	-1.0	0	3
Cc1cccc(N(C)C(=O)c2cnn(-c3ccccc3)c2C)c1	3	-4	-11	-0.8	-1	-9	-8	2.0	3	-2
O=C(Nc1sc2c(c1C(=O)O)CCCC2)c1cccs1	0	-3	23	-1.1	4	-7	1	-0.9	-5	6
Cn1cc(Cl)c(C(=O)N(Cc2ccccc2)c2ccccn2)n1	.	-13	16	-0.7	0	-1	3	1.5	10	2
CC1CCC(NC(=O)COC(=O)CNC(=O)c2ccc3ccccc3c2)CC1 (centres undefined)	-3	4	45	-0.5	-4	1	-3	-0.6	12	1
Cc1ccsc1C(=O)NCC(C)(C)N1CCOCC1	.	0	16	-1.3	-4	-10	-5	-1.0	10	2
CC(C)(C)C(=O)CN1C2=NCCN2c2ccccc21	-2	3	20	0.0	-3	-7	4	1.3	-20	1
Nc1ccc2nn(-c3cccc4ccccc34)nc2c1	1	-7	5	-0.3	3	-3	2	-0.5	1	-1
Fc1ccccc1-c1cc2ccccc2cn1	-4	1	22	-0.4	-2	3	1	-0.7	-7	-5

Later entries
SMILES	CAL PDZ FP-1	RTF Ca sens inh	SR-BI uptake up	CAL PDZ FP-2	Keap1 Nrf2 FP	PKA-R2B act	cardiac RTF act	LANA DNA inh	Rtt109 Vps75	DAGLB inh
S=C(c1ccc[nH]1)N1CCOCC1	-1	-5	14	-1.0	-4	0	-2	-0.7	-20	0
C=CCN(CC(=O)NCc1ccc(F)cc1)C(=O)c1csnn1	-4	-16	-3	-1.0	0	6	4	-0.1	-10	1
C=Cn1ccnc1CC(O)c1ccc(OC)cc1 (centres undefined)	.	-4	8	1.1	-2	0	7	3.3	-7	-5
COc1cc(C2C(C#N)=C(N)Oc3cc4c(cc32)OCO4)cc(OC)c1OC (centres undefined)	-2	-9	-14	-2.5	4	3	-3	0.2	-13	0
O=C(OC1CCCCC1=O)c1cccc(S(=O)(=O)N2CCCCC2)c1 (centres undefined)	-4	-6	-13	-0.7	1	6	-5	-0.4	1	-1
Cn1c(=O)c(C(=O)CN2CC(=O)Nc3ccccc32)c(N)n(Cc2ccccc2)c1=O	-1	-1	5	0.2	-3	0	-2	-1.5	7	0
Cc1ccc(-n2c(SCC(=O)N3CCCc4ccccc43)nnc2-c2cccnc2)c(C)c1	-2	-7	-23	-2.4	-2	-3	7	-1.3	-3	-1
O=C(OCc1ccc([N+](=O)[O-])cc1)c1cc([N+](=O)[O-])ccc1N1CCOCC1	-3	-11	-61	-1.8	0	-3	-2	-0.3	4	4
COc1ccc(C(=O)NNC(=O)CSc2nnc3ccccn23)cc1OC	-7	3	9	0.7	-3	-11	0	-1.2	-3	1
O=C(COC(=O)c1cccs1)NCc1ccc2c(c1)OCO2	-3	1	14	-1.0	2	-11	10	-1.1	.	0
O[Si](CCCN1CCCCC1)(c1ccc(F)cc1)C1CCCCC1 (centres undefined)	-3	2	9	-1.3	4	-4	4	0.5	-6	1
COC(C[C@H]1O[C@H]1[C@@H](O)[C@H](C)OCc1ccccc1)OC	-4	-3	5	-0.2	-6	3	4	-1.3	-1	-2
COc1cccc(S(=O)(=O)NCc2ccc(C(=O)Nc3ccc(Cl)c(Cl)c3)cc2)c1	.	-3	-59	-0.1	0	-6	-3	-0.9	-7	-2
Cn1nnc2c(sc3nc(N4CCOCC4)c4c(c32)CCCC4)c1=O	.	-7	-48	-0.8	6	7	-2	-0.9	5	1
O=C(CSc1nncc2ccccc12)Nc1ccc(F)cc1	-3	-8	5	-1.6	1	4	17	-0.7	-3	-1
O=C(COC(=O)C1=COCCO1)Nc1ccc(Cl)cn1	-9	-5	10	0.2	-3	2	0	1.8	3	-3
